ZTA DNA inh – counter-screen for EBNA-1 inhibitors: inhibitors of Epstein-Barr virus ZTA | ZTA-DNA binding, fluorescence polarization | P03206 | 320,000 compounds, 0.15% hits | AID 2234 | inhibition, % at 11 µM; in the data active = inhibition above about 33%
Target sequence (P03206 whole entry, looked up): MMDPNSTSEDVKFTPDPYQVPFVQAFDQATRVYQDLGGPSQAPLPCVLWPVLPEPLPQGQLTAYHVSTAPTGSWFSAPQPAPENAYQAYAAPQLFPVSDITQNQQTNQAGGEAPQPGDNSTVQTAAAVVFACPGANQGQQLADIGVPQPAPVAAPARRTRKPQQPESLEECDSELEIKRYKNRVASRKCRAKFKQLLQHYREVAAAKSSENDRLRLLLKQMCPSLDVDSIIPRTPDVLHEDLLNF
PAFAH2 FP inh – PAFAH2 enzyme inhibitors, primary screen, biochemical, fluorescence polarization, human; inhibition, % at 3.39 µM; 340,000 compounds, 0.99% hits; Platelet-activating factor acetylhydrolase 2, cytoplasmic (Homo sapiens), Q99487; AID 492956, 2010; recombinant PAFAH2, FP-rhodamine activity probe;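 active = inhibition above the mean over all tested compounds plus 3 SD, cut at about 30% in these data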;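 note: inhibitors block probe labeling of enzyme so polarization drops; 0% = enzyme with DMSO and 100% = wells lacking PAFAH2 protein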
PREPL inhibitor – PREPL enzyme inhibitors, primary screen, biochemical, fluorescence polarization | Prolyl endopeptidase-like (Homo sapiens), Q4J6C6 | recombinant PREPL, fluorescence polarization activity-based probe | inhibition, % at 5.96 µM | 320,000 compounds, 0.68% hits; in the data active = inhibition above about 43%;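 note: 0% = enzyme with DMSO and 100% = wells lacking enzyme; many of its hits are not listed in these tables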
LYPLA1 counter – LYPLA1 inhibitors, primary screen, counter-screen for PME1 inhibitor project, biochemical, fluorescence polarization, FP-Rh probe ABPP; Acyl-protein thioesterase 1 (Homo sapiens), O75608; recombinant LYPLA1; inhibition, % at 5.9 µM; 320,000 compounds, 0.16% hits; AID 2174, 2009;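 active = inhibition above the mean of all tested compounds plus 3 SD, set per campaign, cut at about 14% in these data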;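 note: inhibitors block serine hydrolase probe labeling of LYPLA1 so polarization falls; 0% = enzyme with DMSO and 100% = wells lacking LYPLA1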
Target sequence (O75608 whole entry, looked up): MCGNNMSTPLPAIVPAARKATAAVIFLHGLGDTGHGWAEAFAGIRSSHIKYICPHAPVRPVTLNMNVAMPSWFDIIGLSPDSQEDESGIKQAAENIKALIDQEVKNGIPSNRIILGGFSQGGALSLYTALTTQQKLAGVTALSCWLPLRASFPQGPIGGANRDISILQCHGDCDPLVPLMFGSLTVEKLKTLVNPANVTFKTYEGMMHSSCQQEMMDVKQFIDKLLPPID
PAFAH1B3 inh – PAFAH1B3 enzyme inhibitors, primary screen, biochemical, fluorescence polarization, human. inhibition, % at 3.39 µM. recombinant PAFAH1B3, FP-rhodamine probe. 340,000 compounds, 0.28% hits. Platelet-activating factor acetylhydrolase IB subunit alpha1 (Homo sapiens), Q15102;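 active = inhibition above the screen-wide average of all tested compounds plus 3 SD, cut at about 25% in these data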;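 note: 0% = enzyme with DMSO only and 100% = wells lacking PAFAH1B3 protein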
Target sequence (Q15102 whole entry, looked up): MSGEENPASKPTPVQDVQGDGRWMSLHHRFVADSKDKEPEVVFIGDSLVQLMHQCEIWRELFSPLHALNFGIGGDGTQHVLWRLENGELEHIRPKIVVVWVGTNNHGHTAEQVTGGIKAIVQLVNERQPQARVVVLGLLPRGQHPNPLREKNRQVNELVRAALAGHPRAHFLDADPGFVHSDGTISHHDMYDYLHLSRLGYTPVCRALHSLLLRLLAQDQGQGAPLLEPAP
EBNA-1 inh – EBNA-1 DNA-binding inhibitors, primary screen, biochemical, fluorescence polarization. inhibition, % at 14.8 µM. 300,000 compounds, 0.34% hits. AID 1950, 2009; in the data active = inhibition above about 28%
pPAFAH inh – pPAFAH enzyme inhibitors, primary screen, biochemical, fluorescence polarization, human; Platelet-activating factor acetylhydrolase (Homo sapiens), Q13093; recombinant pPAFAH, FP-rhodamine probe fluorescence polarization; inhibition, % at 3.39 µM; 330,000 compounds, 1.5% hits; AID 463082, 2010;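 active = inhibition above the mean inhibition across the screen plus 3 SD, cut at about 25% in these data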;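 note: inhibitors block binding of the rhodamine activity-based probe so polarization drops; 0% = enzyme with DMSO and 100% = wells lacking pPAFAH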
LYPLA2 inh – LYPLA2 inhibitors, primary screen, counter-screen for PME1 inhibitor project, biochemical, fluorescence polarization, FP-Rh probe ABPP; recombinant LYPLA2; 320,000 compounds, 0.38% hits; inhibition, % at 5.9 µM;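 active = inhibition above the screen-wide mean plus 3 SD, limit set per campaign, cut at about 26% in these data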;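 note: 0% = LYPLA2 with DMSO and 100% = wells lacking LYPLA2 enzyme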
Target sequence (O95372 whole entry, looked up): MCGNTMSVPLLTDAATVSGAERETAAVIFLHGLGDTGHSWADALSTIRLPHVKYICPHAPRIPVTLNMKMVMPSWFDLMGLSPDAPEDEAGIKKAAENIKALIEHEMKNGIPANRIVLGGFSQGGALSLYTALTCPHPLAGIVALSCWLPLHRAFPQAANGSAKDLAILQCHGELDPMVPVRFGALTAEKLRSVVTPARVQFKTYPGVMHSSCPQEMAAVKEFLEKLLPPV
PAFAH1B2 FP inh – PAFAH1B2 enzyme inhibitors, primary screen, biochemical, fluorescence polarization, human; 340,000 compounds, 1.2% hits; Platelet-activating factor acetylhydrolase IB subunit alpha2 (Homo sapiens), P68402; recombinant PAFAH1B2, FP-rhodamine activity probe; inhibition, % at 3.39 µM;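 active = inhibition above the mean of all tested compounds plus 3 SD, cut at about 24% in these data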;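 note: 0% = enzyme with DMSO and 100% = wells lacking PAFAH1B2; many of its hits are not listed in these tables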
* = called active by the depositor; . = no result given. Not all compounds are listed; count on the stated rates, not on these rows.

Second line of a record – ZTA DNA inh	PAFAH2 FP inh	PREPL inhibitor	LYPLA1 counter	PAFAH1B3 inh	EBNA-1 inh	pPAFAH inh	LYPLA2 inh	PAFAH1B2 FP inh
[1] O=C(COc1cc(F)ccc1[N+](=O)[O-])NCC1CCCO1 (configuration not stated)
 : .	3.2	11.2	.	-0.4	.	3.9	.	-2.1
[2] Cc1n[nH]c(=O)nc1N/N=C/c1ccco1
 : -13.5	-4.6	-39.3	-0.9	8.2	2.2	5.1	3.3	-5.5
[3] CCCCN1C(=O)CC(Sc2ncccc2C(=O)O)C1=O (configuration not stated)
 : -5.0	-1.3	0.2	0.1	10.6	-13.7	2.5	1.7	4.3
[4] Cc1cccc(Nc2ncnc(N)c2[N+](=O)[O-])n1
 : 3.2	3.6	8.9	2.2	1.2	-1.4	-1.4	1.8	0.7
[5] CS(=O)(=O)Cc1nc2ccccc2oc1=O
 : 19.1	-4.2	1.9	-0.9	-0.5	-3.5	3.9	-1.4	-2.2
[6] CC(=O)Nc1ccc2[nH]ccc2c1
 : -0.3	2.6	0.2	-0.7	6.6	-1.2	-5.6	-2.9	-4.8
[7] CCNC(=O)NC(=O)COC(=O)c1cccc(NS(=O)(=O)/C=C/c2ccccc2)c1
 : -4.4	4.1	-12.2	-0.1	-7.8	-3.1	3.6	-3.0	0.7
[8] Cc1cccc(C)c1NS(=O)(=O)c1c(C)[nH]c(=O)[nH]c1=O
 : 6.9	4.6	-9.4	-3.1	1.9	9.4	2.3	8.1	7.3
[9] COC(=O)c1cccc2c1-c1ccccc1/C2=N/O
 : 8.5	-1.5	2.8	-5.9	-1.9	7.9	-3.4	-5.8	-3.0
[10] NC(=O)c1c(NC(=O)c2cccnc2Cl)sc2c1CCCC2
 : -2.2	-5.2	15.0	2.4	1.2	0.3	1.5	8.9	0.8
[11] Cc1c(C)n(C)c2ccc(C(=O)NCCCN3CCN(c4ccccc4F)CC3)cc12
 : -3.3	0.3	43.9*	1.2	-3.6	2.7	2.9	7.2	7.4
[12] COc1ccc(CNCc2cccc(C)c2)cc1
 : -10.7	2.2	-6.5	-0.2	-6.6	6.8	4.2	1.6	4.8
[13] O=C1CCC/C=C\C[C@@H](CC(=O)N(CCO)Cc2ccccc2)C(=O)NCCO1
 : .	9.0	15.5	.	-0.9	.	-2.5	.	-2.3
[14] O=c1[nH]c2cc(Br)cnc2nc1/C=C(\O)c1ccc(F)cc1
 : -3.4	-14.7	6.0	2.6	-0.2	-5.6	6.5	3.4	-2.6
[15] CCOC(=O)C1=C(C)NC(C)=C(C(=O)OCC)C1C(=O)OCC(=O)c1ccc2c(c1)OCCO2
 : 13.5	-2.7	-13.0	-2.1	7.9	-1.3	-2.4	4.4	-2.7
[16] CCOc1nc(C)ccc1-c1noc(-c2ccco2)n1
 : -7.5	-0.2	4.5	0.6	4.1	-11.2	6.5	4.8	-0.8
[17] Cc1ccc2nc3c(c(N)c2c1)CCN3C
 : -9.9	-2.1	13.3	0.3	0.7	-3.1	7.8	6.7	-2.1
[18] COc1ccc(-c2oc(=O)c3cc(OC)c(OC)cc3c2C#CCCO)cc1
 : .	-57.3	28.5	.	-1.2	.	2.3	.	-0.6
[19] Cc1ccc(S(=O)(=O)CCC(=O)NCCc2ccc(Cl)cc2)cc1
 : 6.3	-0.2	-26.4	-3.0	1.1	5.0	4.7	-0.7	12.0
[20] O=C(Nc1cccc2ncccc12)c1cc(Br)ccc1Cl
 : -2.0	0.0	10.4	-2.9	-4.3	-11.6	0.0	5.6	-1.5

Another view of some results above:
No. | smiles | ZTA DNA inh | PAFAH2 FP inh | PREPL inhibitor | LYPLA1 counter | PAFAH1B3 inh | EBNA-1 inh | pPAFAH inh | LYPLA2 inh | PAFAH1B2 FP inh
13 | O=C1CCC/C=C\C[C@@H](CC(=O)N(CCO)Cc2ccccc2)C(=O)NCCO1 | . | 9.0 | 15.5 | . | -0.9 | . | -2.5 | . | -2.3
14 | O=c1[nH]c2cc(Br)cnc2nc1/C=C(\O)c1ccc(F)cc1 | -3.4 | -14.7 | 6.0 | 2.6 | -0.2 | -5.6 | 6.5 | 3.4 | -2.6

(more compounds)
Second line of a record – ZTA DNA inh	PAFAH2 FP inh	PREPL inhibitor	LYPLA1 counter	PAFAH1B3 inh	EBNA-1 inh	pPAFAH inh	LYPLA2 inh	PAFAH1B2 FP inh
[21] Cc1ccc(-n2nc3c(=O)n(CCCC(=O)NCCN4CCN(C)CC4)nc(C)c3c2C)cc1
 : -5.7	-2.0	27.9	0.0	8.8	-7.7	-8.2	1.5	-2.0
[22] CCc1sc(C(=O)NCc2cc(C)n(C)n2)cc1Br
 : 4.6	0.9	5.5	-3.8	3.1	5.4	2.1	1.6	-0.1
[23] O=C(COC(=O)c1cc(-c2ccco2)nc2ccccc12)NCc1ccc2c(c1)OCO2
 : 5.6	2.5	13.2	-8.1	6.1	4.3	26.4*	-12.1	0.0
[24] CCOC(=O)c1ccc(N2CN(CCc3ccccc3)CNC2=S)cc1
 : -9.2	5.8	5.1	-3.4	7.0	1.0	4.3	5.2	-2.0
[25] Clc1ccc(-c2nnsc2SCc2ccccc2)cc1
 : 6.5	0.7	-20.2	-5.2	5.2	6.2	9.9	-7.2	1.4
[26] CCCn1nc(C(=O)Nc2cc(C(=O)OC)ccc2C)c2ccccc2c1=O
 : 5.6	9.8	6.5	-1.6	-0.5	-2.3	-3.6	1.7	-1.7
[27] COc1ccc(NC(=S)NC23CC4CC(CC(C4)C2)C3)cc1OC
 : 0.6	2.2	-2.4	-2.0	11.2	6.9	4.6	6.2	16.2
[28] O=C(COC(=O)/C=C/c1ccc(OC(F)F)cc1)Nc1ccc2[nH]c(=O)[nH]c2c1
 : .	-15.2	10.2	.	-6.7	.	3.4	.	-4.5
[29] Cc1ccc(S(=O)(=O)C2(C(=O)N3CCN(c4ccccc4F)CC3)CC2)cc1
 : 4.7	-2.9	-45.1	7.5	0.1	7.9	-0.6	5.4	0.8
[30] O=C(CCC(=O)N1CCN(c2ccc(Cl)c(Cl)c2)CC1)c1ccccc1
 : 9.0	8.0	-31.0	12.7	8.0	9.8	14.9	37.2*	2.4
[31] CC(Sc1n[nH]c(N)n1)C(=O)Nc1cccc2ccccc12 (configuration not stated)
 : 1.4	-0.9	1.4	-4.3	12.9	.	1.3	-6.8	-1.6
[32] NS(=O)(=O)c1ccc(CCNc2nc3c(-c4cccc(F)c4)nnn3c3ccccc23)cc1
 : 1.3	-28.3	4.7	-5.7	-33.5	1.1	1.0	-1.0	-18.4
[33] CC(=O)NC(Cc1c[nH]c2ccccc12)C(=O)O (configuration not stated)
 : -2.5	0.1	-2.6	1.5	11.6	9.6	1.8	-0.9	4.1
[34] Cc1cc(C(=O)N2CCCC(C(=O)c3cccc(C(F)(F)F)c3)C2)nc(C)n1 (configuration not stated)
 : -11.7	6.5	20.7	-0.6	3.6	-5.2	-5.7	-6.8	3.8
[35] CCCCOc1ccc(NC(=O)C(=O)NCCCn2ccnc2)cc1
 : 12.5	-3.8	6.3	-3.0	-14.7	-1.8	3.8	-4.3	0.3
[36] Cc1sc2nc(C3CC3)nc(NCCNS(C)(=O)=O)c2c1C
 : -2.2	7.2	1.0	2.8	0.9	5.6	2.5	5.2	4.8
[37] O=C(NN=C1CCCC1)c1cc(Cl)cc(Cl)c1O
 : 3.9	7.0	8.2	2.1	14.3	21.2	33.6*	1.0	0.2
[38] COc1ccc(N(CC(=O)Nc2ccc(S(=O)(=O)N3CCOCC3)cc2)S(=O)(=O)c2ccc(F)cc2)cc1
 : 9.9	-7.4	-5.0	-16.9	-4.6	6.7	-1.3	-24.6	2.0
[39] CCN(c1ccccc1)S(=O)(=O)c1ccc(C(=O)Nc2cc(C)ccn2)cc1
 : 8.6	3.3	-3.9	-4.0	2.7	.	2.9	0.3	0.9
[40] O=c1c2nnn(-c3ccccc3)c2ncn1C/C=C/c1ccccc1
 : -0.5	-0.1	-25.6	-0.2	4.7	8.7	0.2	1.0	4.9

Second line of a record – ZTA DNA inh	PAFAH2 FP inh	PREPL inhibitor	LYPLA1 counter	PAFAH1B3 inh	EBNA-1 inh	pPAFAH inh	LYPLA2 inh	PAFAH1B2 FP inh
[41] O=C(CN(C1CC1)S(=O)(=O)c1ccc(S(=O)(=O)N2CCCCCC2)cc1)Nc1ccccc1
 : 9.5	-8.9	-5.8	-3.0	2.8	-0.8	4.6	-1.8	6.1
[42] CCCNC(=O)Cc1c(O)c2ccccc2[nH]c1=O
 : 3.5	1.6	-0.2	-0.7	2.9	-5.9	1.2	2.9	-1.2
[43] CCOc1cccc2sc(=NC(=O)c3ccco3)n(CC(=O)OC)c12
 : 4.2	1.5	-14.5	0.9	5.1	-19.3	-10.4	-5.8	0.6
[44] CCOc1ccccc1CN1CCNC(=O)C1CC(=O)NCCCn1cccn1 (configuration not stated)
 : -9.6	4.5	12.7	4.2	5.2	-2.3	1.3	11.6	-0.8
[45] Cc1ccc(NC(=O)COC(=O)Cn2nc(-c3ccc(F)cc3)oc2=O)cc1C
 : .	4.0	0.6	.	6.0	.	7.8	.	2.8
[46] CC1=C(C(=O)Nc2ccccc2C)C(c2ccc(C)o2)NC(=S)N1 (configuration not stated)
 : -0.1	-2.8	13.4	-1.2	1.7	4.7	-2.3	6.7	-1.1
[47] COc1ccc2oc(C(=O)OCC(=O)NC(=O)NC(C)C)c(C)c2c1
 : -9.1	-1.1	3.0	3.4	4.6	-6.5	4.9	5.8	-0.6
[48] CN1CCN(C(=O)N2c3ccccc3CCc3ccccc32)CC1
 : -6.3	2.4	-0.2	3.3	-1.8	9.1	2.9	-0.8	3.9
[49] Cc1cccc(-c2noc(CN(C(=O)C34CC5CC(CC(C5)C3)C4)C(C)C)n2)c1
 : -7.0	-0.6	7.1	0.7	1.4	-12.4	3.6	8.7	3.9
[50] COC(=O)C1CCN(C(=O)COC(=O)c2ccc(=O)n(Cc3ccccc3)n2)CC1
 : -1.8	-2.7	0.1	-1.9	8.4	4.8	3.3	6.5	5.9
[51] S=C(c1c[nH]c2ccccc12)N1CCOCC1
 : 12.8	-0.9	1.9	-2.2	3.8	9.6	-2.8	-0.6	-1.4
[52] CN(C)S(=O)(=O)N1CCC(Oc2ccc(C(=O)NC3CCOC(C)(C)C3)cc2)CC1 (configuration not stated)
 : -0.1	0.9	1.5	2.4	5.5	15.2	0.1	-3.2	3.6
[53] O=c1c2sc(-c3ccccc3)cc2nc2n1CCC2
 : 16.7	18.8	-4.5	-2.1	9.7	2.6	8.2	0.7	0.4
